High-throughput results deposited in PubChem by NCI.
NCI-60 one-dose screen, 48 h, at 10 µM unless noted. Numbers give growth in % (100 = growth as untreated, 0 = no growth, -100 = all killed).
T-47D – T-47D breast cancer; 5% of 79,000 active; AID 1794792
SK-MEL-2 – SK-MEL-2 melanoma. 4.7% of 77,000 active
HS 578T – HS 578T breast cancer. 4.1% of 78,000 active. AID 1794788
SK-MEL-28 – SK-MEL-28 melanoma. 4.1% of 81,000 active
MALME-3M – MALME-3M melanoma; 5.8% of 78,000 active; AID 1794766
UACC-62 – UACC-62 melanoma. 5.4% of 81,000 active. AID 1794756
UACC-257 – UACC-257 melanoma; 4.4% of 78,000 active; AID 1794764
BT-549 – BT-549 breast cancer; 4.4% of 78,000 active; AID 1794793
* hit, by the source's call; / = no result given; & = joins results of further samples; [ ] = dose if it differs, or a comment. How the source made its calls: active means growth percent below 10; inactive means the rest.

SMILES	T-47D	SK-MEL-2	HS 578T	SK-MEL-28	MALME-3M	UACC-62	UACC-257	BT-549
O=c1c2c3c(sc2n2c(/C=C/c4ccc(Br)cc4)nnc2n1Cc1ccccc1)CCCC3	67.0	104.8	58.2	83.5	98.2	102.1	100.9	94.6
CCn1cnc2c(Nc3ccccn3)nc(Cl)nc21	92.3	103.5	100.0	104.9	101.2	99.8	95.9	102.4
CC(=O)CC(=O)CS(=O)(=O)c1ccccc1	106.4	103.0	106.0	112.6	99.3	103.2	90.1	116.4
CC(C)(C)Nc1nc2c(OCCc3ccccc3)cccn2c1-c1ccccc1Cl	10.3	-76.2*	-1.7*	0.8*	-32.0*	-42.1*	1.9*	24.0
CS(=O)(=O)Oc1ccc(Cl)c2ccccc12	99.0	106.0	113.7	107.2	111.1	100.6	107.5	107.9
CC(=O)NS(=O)(=O)c1ccc(NC(=O)CCC(=O)O)cc1	98.7	106.1	109.1	111.6	121.8	110.8	110.6	104.2
O=C(O)/C=C\c1ccc(OCc2ccccc2)cc1	89.8	96.9	94.3	108.3	99.6	100.0	92.4	/
Nc1ccc(-c2cn3ccsc3n2)cc1	98.2	94.6	99.8	119.6	106.8	86.5	96.1	104.7
CCOC(=O)c1noc2c1CCc1c-2cn(Cc2ccc(OC)c(N)c2)c1-c1ccccc1	95.8	87.5	97.0	97.4	87.2	95.5	88.7	96.4
CC1(C)C(=O)/C(=C\c2ccco2)C[C@]2(C)[C@H]3CC=C4[C@@H]5C[C@](C)(C(=O)O)CC[C@]5(C)CC[C@@]4(C)[C@]3(C)CC[C@@H]12	-8.2*[100 µM]	-57.5*[100 µM]	-16.2*[100 µM]	-75.1*[100 µM]	-70.0*[100 µM]	-83.7*[100 µM]	-49.3*[100 µM]	-62.6*[100 µM]
CN(C)CCC(CCN(C)C)(C(=O)O)c1ccccc1	103.9	102.3	111.5	105.3	97.5	103.0	99.7	96.5
COc1ccc2c(CCCc3ccc(Cl)cc3Cl)c3[n+](cc2c1OC)CCc1cc2c(cc1-3)OCO2	3.4*	-22.8*	32.9	-35.6*	-28.7*	-68.2*	/	-28.0*
CCN1C(=O)N(CC)C2C1NN=c1s/c(=C\c3ccccc3F)c(=O)n12 (centres undefined)	55.2	37.2	13.2	61.2	52.6	34.4	53.1	7.3*
CN(Cc1ccccc1)CC(O)CN(C)Cc1ccccc1	103.3	129.3	129.8	120.1	133.9	99.0	91.2	111.2
Cc1ccc(Nc2ncc(Cc3cccc(Cl)c3Cl)s2)cc1	87.1	105.9	94.7	105.9	99.7	86.5	97.9	117.2
COc1ccc(/C=C(\C#N)c2cc3ccccc3n2C)cc1	/	67.0	2.9*	62.1	60.8	38.3	72.6	51.2
NCCCN(CCCN)CCCNCc1c2ccccc2c(CNCCCN(CCCN)CCCN)c2ccccc12	80.9	100.2	92.6	106.1	51.7	98.2	93.2	102.8
O=C(NC(c1ccccc1)c1ccccc1)c1ccccc1	96.6	97.3	/	105.3	122.4	97.7	106.5	110.2
O=C(CC(=O)C(F)(F)C(F)(F)C(F)(F)F)c1ccc(Cl)s1	99.0	110.4	100.4	110.2	112.4	96.3	102.9	111.9
O=C(Nc1cc(Cl)ccc1O)c1ccc(Nc2ccnc(C(F)(F)F)c2)cc1	4.6*	41.4	49.9	83.6	60.5	27.7	78.0	34.5
O=c1[nH]c2ccccc2c(=O)n1-c1ccc(-c2nc3ccccc3[nH]2)cc1	90.3	94.2	58.2	94.6	87.0	93.5	112.4	74.5
COc1cc2oc(C(=O)N[C@@H](Cc3ccccc3)C(O)C(=O)NCc3ccccc3)c(C)c(=O)c2cc1OC (some centres undefined)	84.6	104.5	96.2	86.0	91.1	82.7	98.3	95.4
N#Cc1c(NCc2ccco2)oc(-c2ccccc2)c1-c1ccccc1	72.7	86.6	99.9	110.5	112.8	74.6	/	104.7
Cc1ccc(-c2nc(NS(=O)(=O)c3ccccc3)nc(Nc3ccc(Cl)cc3)c2C#N)cc1	110.5	112.0	104.8	113.9	101.7	93.9	104.7	107.5
CC(=O)OCC1(C)OC(=O)N(CCc2ccccc2)C1=O (centres undefined)	98.1	111.3	108.0	104.5	103.3	99.4	96.5	99.2
SMILES	T-47D	SK-MEL-2	HS 578T	SK-MEL-28	MALME-3M	UACC-62	UACC-257	BT-549
O=C1C2C3C=CC(C3)C2C(=O)C2C3C=CC(C3)C12 (centres undefined)	103.4&109.8	119.6	108.6	116.0	110.8&105.3	104.3&102.8	91.2	116.1&107.5
COC(=O)/C=C/N1CCCC1	101.7	100.1	127.0	112.3	107.5	92.4	21.2	103.3
NCCNc1nc2ccccc2c2c(=O)c3cc(F)ccc3sc12	88.7	112.0	74.8	106.7	96.2	101.6	102.9	92.5
CC(C)N1CCOC1c1ccccc1 (centres undefined)	115.9	97.6	111.4	108.0	/	96.4	107.8	100.8
Nc1ccccc1C1CCC(C(=O)O)C(N=Nc2ccccc2)C1 (centres undefined)	74.8	102.9	94.6	107.6	112.9	76.0	104.8	103.2
C=CCN(CC#N)CC=C	101.3	117.3	121.1	104.1	108.6	101.6	99.5	116.0
N#CC1(c2ccccc2)OC(C(=O)c2ccccc2)CC1Br (centres undefined)	88.3	104.1	122.4	117.1	106.3	78.6	92.6	94.0
C=C(C)[C@@H]1CC[C@]2(C(=O)OC)CC[C@]3(C)[C@H](CC[C@@H]4[C@@]5(C)CC[C@H](NOCCCNCCC#N)C(C)(C)[C@@H]5CC[C@]43C)[C@@H]12	69.6	111.7	98.0	115.8	99.4	77.6	94.3	105.2
COc1ccc(C(=O)/C=C/c2ccc3c(c2)OCO3)cc1OC	99.7	109.9	94.9	111.8	157.6	94.1	114.9	110.9
COC(=O)C1=C(C)NC(C)=C(C(=O)OC)C1c1c(-c2ccccc2)nc2sccn12	111.0	98.2	87.8	/	105.8	109.1	98.3	102.1
Cc1c(-c2ccccc2)c(-c2ccccc2)c(C)n1-c1ccc(F)cc1	65.0	69.9	100.3	94.8	92.6	65.4	69.2	97.6
COc1cccc(-c2nc3occn3c2-c2ccnc(NCCNS(=O)(=O)c3cccc(F)c3)n2)c1	74.6	99.2	103.0	118.6	123.7	69.2	119.5	104.6
CSc1nc(Nc2ccc(S(N)(=O)=O)cc2)c(C#N)c(-c2cccc([N+](=O)[O-])c2)n1	78.6	116.3	97.6	117.1	101.7	95.1	118.1	102.5
O=C(Nc1ccc2ncnc(NNc3ccccn3)c2c1)c1cccs1	78.4	80.5	109.9	96.6	73.3	77.5	100.7	81.7
O=C(n1ccnc1)C(F)(F)C(F)(F)F	103.5[100 µM]	119.4[100 µM]	97.2[100 µM]	117.9[100 µM]	114.4[100 µM]	102.4[100 µM]	96.0[100 µM]	130.5[100 µM]
COc1ccc(/C=N/NC(=O)CSc2nc3sc4c(c3c(=O)n2-c2ccccc2)CCCCC4)cc1O	83.2	97.7	116.3	111.5	97.3	101.9	94.1	89.5
CCCCCCCCCCCCCCCCCC(=O)NCCNC(=O)CCCCCCCCCCCCCCCCC	78.6	90.2	106.6	104.6	93.5	104.0	104.6	105.1
CCOC(=O)c1c(C)n(-c2ccc(Cl)cc2)c2ccc(OC(=O)/C=C/c3ccccc3)cc12	82.7	64.2	82.6	81.9	72.9	68.1	84.2	82.2
CN(C)CCN1C(=O)c2c(c3c4ccccc4n4c3c3c2c2ccccc2n3C2CC(O)C(O)C4(C)O2)C1=O (centres undefined)	30.1	32.6	41.7	64.5	23.5	21.8	34.7	62.9
CC1=C(C(=O)OC(C)C)C(c2ccc(O)cc2)NC(=S)N1 (centres undefined)	102.0	99.2	103.5	108.9	105.0	93.4	121.4	82.7
CCOC(=O)c1sc(Nc2ccc(Cl)cc2)nc1C	6.7*	-0.9*	10.1	/	36.7	/	7.9*	-4.1*
CCN(CC1CCN(C2(Cc3ccccc3)COC2)CC1)C(=O)c1cc2ncccc2[nH]1	92.9	94.9	100.6	111.7	103.1	94.3	91.3	98.3
Cc1cc(=O)oc2cc(OCCCOc3ccc(/C=C/C(=O)N4CCOCC4)cc3)ccc12	77.3	102.3	105.3	104.1	106.3	82.7	102.3	120.4
CCNc1ncnc2n[nH]nc12	99.2	103.8	102.6	106.5	101.6	99.3	92.9	94.0
CC(=O)N(c1ccccc1)c1nc(N(C(C)=O)c2ccc(S(N)(=O)=O)cc2)nc(N(C(C)=O)N(C(C)=O)C(C)=O)n1	92.0	111.0	97.0	109.0	89.8	89.1	105.0	108.7

At a glance, some entries already given:
SMILES	T-47D	SK-MEL-2	HS 578T	SK-MEL-28	MALME-3M	UACC-62	UACC-257	BT-549
O=c1c2c3c(sc2n2c(/C=C/c4ccc(Br)cc4)nnc2n1Cc1ccccc1)CCCC3	67.0	104.8	58.2	83.5	98.2	102.1	100.9	94.6
CCn1cnc2c(Nc3ccccn3)nc(Cl)nc21	92.3	103.5	100.0	104.9	101.2	99.8	95.9	102.4
CC(=O)CC(=O)CS(=O)(=O)c1ccccc1	106.4	103.0	106.0	112.6	99.3	103.2	90.1	116.4
CC(C)(C)Nc1nc2c(OCCc3ccccc3)cccn2c1-c1ccccc1Cl	10.3	-76.2*	-1.7*	0.8*	-32.0*	-42.1*	1.9*	24.0
CS(=O)(=O)Oc1ccc(Cl)c2ccccc12	99.0	106.0	113.7	107.2	111.1	100.6	107.5	107.9
CC(=O)NS(=O)(=O)c1ccc(NC(=O)CCC(=O)O)cc1	98.7	106.1	109.1	111.6	121.8	110.8	110.6	104.2
O=C(O)/C=C\c1ccc(OCc2ccccc2)cc1	89.8	96.9	94.3	108.3	99.6	100.0	92.4	/
Nc1ccc(-c2cn3ccsc3n2)cc1	98.2	94.6	99.8	119.6	106.8	86.5	96.1	104.7
CCOC(=O)c1noc2c1CCc1c-2cn(Cc2ccc(OC)c(N)c2)c1-c1ccccc1	95.8	87.5	97.0	97.4	87.2	95.5	88.7	96.4
CC1(C)C(=O)/C(=C\c2ccco2)C[C@]2(C)[C@H]3CC=C4[C@@H]5C[C@](C)(C(=O)O)CC[C@]5(C)CC[C@@]4(C)[C@]3(C)CC[C@@H]12	-8.2*[100 µM]	-57.5*[100 µM]	-16.2*[100 µM]	-75.1*[100 µM]	-70.0*[100 µM]	-83.7*[100 µM]	-49.3*[100 µM]	-62.6*[100 µM]
CN(C)CCC(CCN(C)C)(C(=O)O)c1ccccc1	103.9	102.3	111.5	105.3	97.5	103.0	99.7	96.5

Next section:
SMILES	T-47D	SK-MEL-2	HS 578T	SK-MEL-28	MALME-3M	UACC-62	UACC-257	BT-549
CC1=C(C/C=C(\C)CCC[C@H](C)CCC[C@H](C)CCCC(C)C)C(=O)c2ccccc2C1=O	109.9	113.7	105.5	128.3	102.2	105.3	98.2	96.7
O=C1c2cccc3cccc(c23)C(=O)N1Nc1nc(NC2CCCCC2)nc(N2CCOCC2)n1	88.4	108.9	99.4	101.1	90.1	89.1	100.3	110.3
CC(=O)c1ccc(N=NC2C(=O)N(c3ccccc3)N=C2C)cc1 (centres undefined)	65.4	99.1	101.9	112.5	88.6	78.2	98.7	86.7
O=C(CN1C(=O)NC2NC(=O)NC21)N/N=C/c1ccc(Br)cc1 (centres undefined)	94.7	104.6	101.0	106.2	100.6	90.9	117.2	98.9
O=c1[nH]c(=O)n(Cc2ccc(F)cc2)cc1F	/	111.2[50 µM]	104.0[50 µM]	109.0[50 µM]	101.3[50 µM]	101.3[50 µM]	83.9[50 µM]	101.6[50 µM]
Cc1cc(C)c(S(=O)(=O)n2cc(C=O)c3ccccc32)c(C)c1	68.9	97.2	79.5	97.0	81.7	53.8	95.2	106.3
NS(=O)(=O)c1ccc(NNC(=O)Nc2nc3ccccc3s2)cc1	84.8	115.3	89.7	104.9	87.0	90.1	99.9	103.5
COc1ccc(C2=NNC(=O)C2(C)Br)cc1 (centres undefined)	/	104.7	111.5	99.5	/	95.4	110.2	112.9
COc1ccc2cc(C(C)C(=O)Nc3ccc(-c4nnc(C5CCCCC5)o4)cc3)ccc2c1 (centres undefined)	95.6	102.3	95.2	94.3	150.5	80.5	102.5	97.0
CCN1CCCCN(CC(=O)NC23CC4CC(CC(C4)C2)C3)CC1	86.8	95.5	91.9	107.6	104.0	97.9	94.7	101.6
CNC(=O)C(O)C(Cc1ccccc1)NC(=O)c1[nH]c2ccccc2c(=O)c1C (centres undefined)	107.8	112.6	106.8	107.0	110.5	101.2	100.7	103.2
O=C(O)c1ccc(-c2nn(-c3ccc(C(=O)O)cc3)cc2/C=N/NC(=O)c2ccc(F)cc2)cc1	101.6	120.8	93.4	100.5	88.6	97.4	112.0	85.8
COc1cc(CNC(=O)CCCC/C=C/C(C)C)ccc1OCc1nnc(Nc2ccccc2Br)o1	85.6	101.5	96.7	99.2	/	83.6	106.5	100.9
C#Cc1cccc(Oc2ccc(NC(=O)C=C)cc2)c1	81.5[8.25 µM]	98.5[8.25 µM]	89.9[8.25 µM]	106.7[8.25 µM]	88.5[8.25 µM]	78.2[8.25 µM]	76.5[8.25 µM]	87.9[8.25 µM]
CCOC(=O)c1ccc(NC(=O)Nc2ccc(-c3ccc(F)cc3)nc2C)cc1	114.4	97.1	99.2	93.0	130.6	71.7	71.0	115.8
CCC(=O)c1cc2c(cc1CC)C(C)(C)CCC2(C)C	87.3	103.5	103.9	107.1	93.1	105.6	102.9	94.1
COc1cc(C(C)=C(c2ccc(OCCN(C)C)cc2)c2ccc(OCCN(C)C)cc2)ccc1F	93.4	109.1	100.7	108.7	92.6	97.8	111.3	107.2
CCC(N)(C(=O)O)C1CCCC1 (centres undefined)	98.8	115.8	102.4	98.0	124.6	96.2	86.2	112.8
Cc1nn(-c2ccc(F)cc2)c2ncnc(Nc3ccc(F)cc3)c12	85.4	89.0	99.3	111.1	98.3	/	107.6	108.8
COc1ccccc1-c1c(-c2ccccc2)c[nH]c1C(N)=O	86.2	103.8	91.7	104.0	98.4	100.4	98.8	90.9
Cc1cc(-c2ccccc2)n(N2NN=NC2c2ccc(C3N=NNN3n3c(-c4ccccc4)cc(C)nc3=S)cc2)c(=S)n1 (centres undefined)	84.9	88.1	85.1	108.9	96.6	92.2	105.8	/

Compounds were not picked by outcome; overall some 10% were active at least once.
